# Screens deposited in PubChem by National Center for Advancing Translational Sciences (NCATS).
# pAkt inh = inhibitors of Akt phosphorylation; Neuro2A IGF-stimulated pAkt S473 HTRF, 20 min; active compounds read low; activity change, % for hits at 50 µM; hit rate 0.32% among 360,000; AID 651550; in the data active = activity change below about -80%; inconclusive = mostly about -51% to -80%; note: % is set by controls: 0 for no effect and ±100 for the full control effect
#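 Single-point screen (50 µM final compound) in Neuro2A cells stimulated 20 min with 6 nM IGF at 37 deg C. After lysis, Ser473-phosphorylated Akt read by HTRF (ex 330 nm, em 615/665 nm) as the 665/615 ratio.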
# GLP1R inv ag = acts as inverse agonist at human GLP-1 receptor | P43220 | HEK293 GLP-1R CRE-luciferase, luminescence, 24 h; GLP-1R form is constitutively active | Potency, µM (titrated, usually from 38.3 µM), without a hit: top-dose activity change, negative = inhibition, usual class: inhibitors | hit rate 1.6% among 410,000 | AID 624417; note: potency is the fitted concentration of half-maximal effect; % is set by controls: 0 for no effect and ±100 for the full control effect; nearly all actives have a fitted effect of over 55% in size
# Target sequence (P43220 whole entry, looked up): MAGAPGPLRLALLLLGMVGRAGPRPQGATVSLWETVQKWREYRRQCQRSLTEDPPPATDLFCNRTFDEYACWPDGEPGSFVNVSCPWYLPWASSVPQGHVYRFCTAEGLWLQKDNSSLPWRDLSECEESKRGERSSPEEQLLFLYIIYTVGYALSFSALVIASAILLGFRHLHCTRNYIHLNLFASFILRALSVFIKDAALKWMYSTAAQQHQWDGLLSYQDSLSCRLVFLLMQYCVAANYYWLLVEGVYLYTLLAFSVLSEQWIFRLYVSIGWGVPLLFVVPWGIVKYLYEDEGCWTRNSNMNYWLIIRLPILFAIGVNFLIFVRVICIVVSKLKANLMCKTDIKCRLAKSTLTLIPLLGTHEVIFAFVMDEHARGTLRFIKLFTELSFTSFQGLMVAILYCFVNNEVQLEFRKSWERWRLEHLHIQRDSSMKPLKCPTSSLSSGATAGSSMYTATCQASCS
#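 Inverse agonists were sought by their lowering of basal cAMP reporter luciferase output in HEK293 cells stably carrying constitutively active human GLP-1R, after 24 h compound treatment.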
# Abeta yeast res = compounds reversing amyloid beta toxicity in yeast; yeast expressing A-beta42, growth rescue, OD600, 48 h; response scale: 0% DMSO, 100% iron-clioquinol control; Potency, µM (titrated, usually from 46.1 µM), for the others: top-dose growth rescue, hits mostly activators; hit rate 0.063% among 410,000; note: potency is the fitted concentration of half-maximal effect; nearly all actives have a fitted effect of over 55% in size
#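 Yeast A-beta toxicity model in growth medium with pinned compounds, 48 h at 30 C; growth read as absorbance at 600 nm. Normalized to FeCl3/clioquinol equimolar mix (positive) and DMSO (negative).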
# PTHR1 ag = activates the human parathyroid hormone receptor PTHR1 | Q03431 | HEK293 GP2 PTHR1 cells, GloSensor cAMP luminescence, 1 h | Potency, µM (top dose mostly 115 µM), inactives show at the highest dose activation, most hits filed as activators | hit rate 0.075% among 410,000 | AID 743266; note: potency is the fitted concentration of half-maximal effect; nearly all actives have a fitted effect of over 55% in size; some results filed as inactive show a strong effect at the top dose; inactives centre near -15; many of its hits are not listed in these tables
# Target sequence (Q03431 whole entry, looked up): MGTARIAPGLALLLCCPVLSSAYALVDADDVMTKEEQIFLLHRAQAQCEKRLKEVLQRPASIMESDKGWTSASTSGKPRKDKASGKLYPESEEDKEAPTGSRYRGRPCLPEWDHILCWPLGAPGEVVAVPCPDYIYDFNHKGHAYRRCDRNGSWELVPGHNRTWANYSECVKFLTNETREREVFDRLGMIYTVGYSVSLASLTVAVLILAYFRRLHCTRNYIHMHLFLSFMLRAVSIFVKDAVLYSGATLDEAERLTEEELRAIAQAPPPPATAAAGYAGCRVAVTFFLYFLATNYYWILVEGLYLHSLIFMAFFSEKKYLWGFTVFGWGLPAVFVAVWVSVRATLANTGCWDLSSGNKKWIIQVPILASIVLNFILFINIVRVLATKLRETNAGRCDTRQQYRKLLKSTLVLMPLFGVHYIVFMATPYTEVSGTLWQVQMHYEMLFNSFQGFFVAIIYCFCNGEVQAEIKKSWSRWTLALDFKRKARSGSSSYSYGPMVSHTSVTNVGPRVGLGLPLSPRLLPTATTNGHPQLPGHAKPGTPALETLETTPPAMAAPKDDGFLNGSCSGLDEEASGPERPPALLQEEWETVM
#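 HEK-293-derived GP2 cells expressing PTHR1 and a GloSensor cAMP reporter, 3,000/well, plated overnight, given luciferin plus IBMX (each 0.5 mM as added) for 1 h at 37 °C, then compound for 1 h at 37 °C. Luminescence was read after 15 min at room temperature.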
# DRD3 antagonist = D3 dopamine receptor (human) antagonism | P35462 | D3R cells, DiscoveRx beta-arrestin luminescence, antagonist mode; active compounds read low | max response, negative = inhibition, % | hit rate 2.5% among 360,000 | AID 652054; in the data active = max response below about -50%; inconclusive = no clear call, values can overlap the other calls; note: % is set by controls: 0 for no effect and ±100 for the full control effect; mostly tested at two doses, the higher about 12 µM
#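 Cells expressing the human receptor were seeded at 1500 cells/well, incubated overnight at 37 degrees C in 5% CO2, then exposed to library compounds with dopamine controls for 90 minutes at 37 degrees C before luminescent detection.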
# GLP-1R agonist = activates the human GLP-1 receptor; P43220; HEK293 GLP-1R CRE-luciferase, luminescence, 4-6 h; cells express a hypersensitive GLP-1R form; Potency, µM (top dose mostly 45.6 µM), without a hit: at the highest dose activation, most hits filed as activators; hit rate 0.007% among 380,000; note: potency is the fitted concentration of half-maximal effect; % of control where 0% means no effect
# FUS suppressor = FUS proteinopathy suppression in yeast; S. cerevisiae FUS-expressing, growth rescue, OD600, 24 h; Potency, µM (series often up to 76.6 µM), inactives show at the top dose growth rescue (activation), usual class: activators; hit rate 0.24% among 390,000;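 note: potency is the fitted concentration of half-maximal effect; plate controls were DMSO vehicle for no effect and reference control for full effect; nearly all actives have a fitted effect of over 55% in size; some results filed as inactive show a strong effect at the top dose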
#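 Restored growth of FUS-toxic S. cerevisiae, read as 600 nm absorbance after 24 h at 30C in galactose medium (starting OD 0.005). Controls CP55940 and DMSO.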
# aSyn yeast inh = alpha-synuclein toxicity inhibition in yeast. Potency, µM (titrated, usually from 46.1 µM), for the others: top-dose growth rescue (activation), hits mostly activators. hit rate 0.14% among 370,000. Yeast expressing alpha-synuclein, growth rescue, BacTiter-Glo, 24 h; note: potency is the fitted concentration of half-maximal effect; % of control where 0% means no effect; nearly all actives have a fitted effect of over 65% in size
#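 Galactose-induced alpha-syn yeast (OD600=0.02, raffinose-pregrown) + pinned cpd, 24 hr, 30 deg C; growth by BacTiter-Glo luminescence. Growth restoration scores as activation.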
# TDP43 rescue = TDP-43 toxicity inhibition in yeast | TDP-43 expressing yeast growth rescue, BacTiter-Glo, 24 h | Potency, µM (top dose mostly 46.1 µM), without a hit: at the highest dose growth rescue (activation), most hits filed as activators | hit rate 1.8% among 410,000 | AID 652104; note: potency is the fitted concentration of half-maximal effect; % of control where 0% means no effect; nearly all actives have a fitted effect of over 50% in size
#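 Yeast expressing TDP-43 (pregrown in raffinose, seeded at OD600=0.02 in galactose medium) exposed to compounds 24 hr at 30 deg C. Growth read by BacTiter-Glo luminescence; rescue of toxicity appears as increased signal.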
# Starred values were filed as active, the others as inactive; i = inactive; ? = inconclusive; nt = no result given; & = joins results of further samples; [ ] = remark or other dose. Unless noted, calls come from the whole dose curve; as a rule, active = well fitted curve in the direction sought with a large enough effect; inconclusive = small, poorly fitted or top-dose-only effect, or another doubt; inactive = no such curve, though single readings can be large; an effect the other way counts as inactive or inconclusive. Not all compounds are listed; rates above refer to the full screens.
smiles,pAkt inh,GLP1R inv ag,Abeta yeast res,PTHR1 ag,DRD3 antagonist,GLP-1R agonist,FUS suppressor,aSyn yeast inh,TDP43 rescue
Oc1cccc(/C=N/Nc2cc(N3CCOCC3)nc(N3CCOCC3)n2)c1,i,3.5µM*,0%,i,-6,-1%,nt,-4%,27%
Cn1ccc2c(-c3ccc(C(N)=O)cc3)cc3c(c21)C1CCC3C1 (configuration not stated),i,23%,-27%,-38%[inhibitor],11,19%,?,14%,?
CC1(c2ccccc2)NC(=O)N(CC(=O)N2CC(=O)Nc3ccccc32)C1=O (configuration not stated),i,13%,7%,i,5,1%,5%,6%,4%
Cc1cc(C(=O)CSc2n[nH]c(N)n2)c(C)n1-c1ccc(F)cc1,i,0%,-2%,-21%[57.5 µM],-26,20%,36%,0%,10%
O=C(NN=Cc1ccccc1OC(F)F)c1cccc(S(=O)(=O)N2CCCC2)c1,i,6%,-11%,-7%,-2,-4%,nt,-2%,3%
CCCN(C)C1CN(Cc2cn(Cc3ccc(Cl)cc3)nn2)S(=O)(=O)C1 (configuration not stated),i,28%,-13%,-30%,-2,8%,-20%,0%,7%
O=C1CCCCCN1C(=O)c1cccc(C(=O)N2CCCCCC2=O)c1,i,3%,2%,-12%[57.5 µM],?,-4%,-3%,0%,26%
CC(C)N1CCN(c2ccc(OC[C@H]3CO[C@](Cn4cncn4)(c4ccc(Cl)cc4Cl)O3)cc2)CC1,i,-43%,-61%[inhibitor],-13%,-23,9%,-8%,25%,?
CCCCNC(=O)C1CC(c2cccc(F)c2)=NO1 (configuration not stated),i,4%,-3%,-55%[inhibitor],-7,7%,-28%,12%,11%
Nc1nnc(SCC(=O)NC2CCCC2)s1,i,-10%,14%,i,6,-6%,21%,-1%,3%
CCOC(=O)C(C)n1cnc2c(nnn2-c2ccc(F)cc2)c1=O (configuration not stated),i,9%,5%,-25%,-1,12%,-24%,-9%,19%
CCc1nc2cccnc2n1-c1ccc(C(=O)O)cc1,i,2%,12%,i,2,-4%,-19%,-2%,0%
O=C(NC1CCN(S(=O)(=O)c2ccc(F)cc2)CC1)c1cccnc1,i,4%,0%,-15%,2,15%,-34%,-2%,-1%
CCN1CCN(c2nc(Nc3cccc(C)c3)nc(N)c2[N+](=O)[O-])CC1,i,21%,1%,-12%,-65*,30%,13%,-9%,1%
Cc1ccc(NC2Sc3ccccc3NC2=O)cc1Cl (configuration not stated),i,?,?,-44%[inhibitor],17,?,-16%,6%,22%
CCCCSC1(SCCCC)N=C(N)C2(C#N)C(c3ccccc3)NC(C)=C(C)C12C#N (configuration not stated),i,7%,17%,i,24,-7%,-16%,-11%,16%
O=C(N/N=C/c1ccc2c(c1)OCO2)/C(=C/c1ccc2c(c1)OCO2)NC(=O)c1ccccc1,i,?,-8%,i,-4,-14%,nt,2%,-2%
CCN(CC)c1ccc(C2Nc3cccc4cccc(c34)N2)cc1,i,6%,5%,-14%,-14,-2%,21%,-4%,nt
COc1ccc2c(c1)CC/C(=C/c1ccco1)C2=O,i,-16%,-29%,-22%,-19,2%,16%,-7%,14µM*
COc1ccccc1-c1ccc(C(=O)O)o1,i,0%,-7%,-12%,86,2%,nt,3%,-12%
c1ccc2nc(-c3ccc(N4CCOCC4)cc3)ccc2c1,i,-23%,4%,-13%[57.5 µM],20,-9%,17%,-10%,27%
CN(CC(=O)NCc1ccncc1)S(=O)(=O)c1ccccc1,i,-10%,-3%,i,2,-3%,-32%,-6%,-13%
O=C(NCCN1CCOCC1)c1ccccc1-c1ccccc1,i,8%,-2%,i,0,3%,18%,-10%,0%
Cc1ccc(/C=C/c2nnc(-c3ccc(C)cc3)o2)cc1,i,6%,-1%,i,-7,1%,-9%,1%,-14%
CCCCSc1nc(C)cc(SCC(=O)N/N=C/c2cccc(OC)c2O)n1,nt,?,-9%,-15%[57.5 µM],116,-4%,29%,?,12%

# Reformatted with values under each structure: entries from further up.
# Every second line gives: pAkt inh | GLP1R inv ag | Abeta yeast res | PTHR1 ag | DRD3 antagonist | GLP-1R agonist | FUS suppressor | aSyn yeast inh | TDP43 rescue
Oc1cccc(/C=N/Nc2cc(N3CCOCC3)nc(N3CCOCC3)n2)c1
  i | 3.5µM* | 0% | i | -6 | -1% | nt | -4% | 27%
Cn1ccc2c(-c3ccc(C(N)=O)cc3)cc3c(c21)C1CCC3C1 (configuration not stated)
  i | 23% | -27% | -38%[inhibitor] | 11 | 19% | ? | 14% | ?
CC1(c2ccccc2)NC(=O)N(CC(=O)N2CC(=O)Nc3ccccc32)C1=O (configuration not stated)
  i | 13% | 7% | i | 5 | 1% | 5% | 6% | 4%
Cc1cc(C(=O)CSc2n[nH]c(N)n2)c(C)n1-c1ccc(F)cc1
  i | 0% | -2% | -21%[57.5 µM] | -26 | 20% | 36% | 0% | 10%
O=C(NN=Cc1ccccc1OC(F)F)c1cccc(S(=O)(=O)N2CCCC2)c1
  i | 6% | -11% | -7% | -2 | -4% | nt | -2% | 3%
CCCN(C)C1CN(Cc2cn(Cc3ccc(Cl)cc3)nn2)S(=O)(=O)C1 (configuration not stated)
  i | 28% | -13% | -30% | -2 | 8% | -20% | 0% | 7%
O=C1CCCCCN1C(=O)c1cccc(C(=O)N2CCCCCC2=O)c1
  i | 3% | 2% | -12%[57.5 µM] | ? | -4% | -3% | 0% | 26%
CC(C)N1CCN(c2ccc(OC[C@H]3CO[C@](Cn4cncn4)(c4ccc(Cl)cc4Cl)O3)cc2)CC1
  i | -43% | -61%[inhibitor] | -13% | -23 | 9% | -8% | 25% | ?
CCCCNC(=O)C1CC(c2cccc(F)c2)=NO1 (configuration not stated)
  i | 4% | -3% | -55%[inhibitor] | -7 | 7% | -28% | 12% | 11%
Nc1nnc(SCC(=O)NC2CCCC2)s1
  i | -10% | 14% | i | 6 | -6% | 21% | -1% | 3%

# (further entries)
smiles,pAkt inh,GLP1R inv ag,Abeta yeast res,PTHR1 ag,DRD3 antagonist,GLP-1R agonist,FUS suppressor,aSyn yeast inh,TDP43 rescue
CCCCCc1c(C)c(C#N)c2nc3ccccc3n2c1-n1ccnc1C,i,0%,6%,-1%[57.5 µM],1,-8%,2%,0%,8%
Cc1ccc(CNC(=O)c2ccc3c(=O)n(-c4ccccc4)c(=O)[nH]c3c2)cc1,nt,-12%,-10%,i,nt,nt,-26%,nt,-1%
CC1C(C#N)=C(N)OC2=C1C(=O)CC(C)(C)C2 (configuration not stated),i,9%,6%,-11%[57.5 µM],13,-6%,-9%,0%,6%
COc1ccc(Cl)cc1N(CC(=O)Nc1ccccc1C(=O)NCc1ccco1)S(C)(=O)=O,i,7%,10%,i,8,7%,21%,0%,-1%
CC(C)(C)NC(=O)NC(=O)COC(=O)C1CCN(S(=O)(=O)c2cccs2)CC1,i,15%,4%,-1%,7,-6%,2%,1%[1.84 µM],17%
Fc1ccc(-c2nc3n(n2)Cc2ccccc2-3)cc1,i,?,-26%,-22%,-1,-31%[inhibitor],1%,-13%,-23%
Cc1cc(C)n2nc(SCC(=O)Nc3ccccc3C)nc2n1,i,34%&17%,2%&7%,-15%,-11,15%,4%&4%,-11%,-21%&18%
CCOC(=O)c1c(NC(=O)C2CCCCC2)sc2c1CCN(CC)C2,i,?,-11%,1%,-12,7%,-21%,3%,9%
Cc1nn(C)cc1CN(C)C(=O)c1cc2nc(-c3ccco3)cc(C(F)(F)F)n2n1,i,88%[activator],13%,-8%[57.5 µM],14,17%,11%,9%,8%
CCOC(=O)c1noc2ncn(CC(=O)Nc3ccc(F)cc3Cl)c(=O)c12,nt,9%,-14%,i,nt,4%,-20%,-2%,0%
Cc1ccc(NC(=O)C(=O)NC(C)C2COc3ccccc3O2)cc1 (configuration not stated),i,-13%,-5%,i,-6,-12%,16%,2%,1%
Cc1ccc(-c2nc(C)c(CCNS(=O)(=O)c3ccccc3F)s2)cc1,nt,-25%,-14%,-21%,nt,25%,30%,?,?
COc1cccc2c1cc1c(=O)n(CC(=O)N3CCN(c4ccc(F)cc4)CC3)nc(C)n12,nt,-14%,-14%,1%,nt,nt,26%,nt,-6%
COCCN(CCOC)S(=O)(=O)c1ccc(C(=O)Nc2nnc(CSC)o2)cc1,i,5%,-14%,-30%,-25,-3%,8%,-6%,-5%
Cc1occc1C(=O)N/N=C/c1cnn(C)c1C,i,1%,-3%,i,13,-7%,-5%,3%,6%
CCCOc1ccc2cc(C(=O)NCc3ccccc3)c(=O)oc2c1,i,11%,-6%,-6%,1,4%,-19%,8%,9%
Cc1cccc(N2C(=O)CS(=O)(=O)C23C(=O)N(C)c2ccccc23)c1 (configuration not stated),nt,-7%,3%,i,nt,0%,8%,1%,11%
COc1ccc(-n2ccnc2SCC(=O)Nc2ccccc2)cc1,i,-18%,15%,-32%[inhibitor],4,13%,4%,0%,28%
Cn1c(NC(=O)C2c3ccccc3Oc3ccccc32)cc(=O)n(C)c1=O,nt,?,27%,i,-7,-3%,-4%,23%,-5%
COc1ccc(F)cc1S(=O)(=O)N1CC(C)CC(C)C1 (configuration not stated),i,-6%,-1%,-10%[57.5 µM],-25,5%,9%,9%,-11%
Cc1cc(CN(C)C(=O)c2ccc(OC3CCN(Cc4ccccn4)CC3)cc2)on1,i,6%,-7%,i,14,8%,-8%,4%,12%
